Bioassay records from PubChem.
Akt phos inh = inhibitors of Akt phosphorylation; activity change, % for hits at 50 µM; Neuro2A IGF-stimulated pAkt S473 HTRF, 20 min; active compounds read low; 360,000 tested, 0.32% active; in the data active = activity change below about -80%; inconclusive = mostly about -51% to -80%; note: % is set by controls: 0 for no effect and ±100 for the full control effect
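Neuro2A cells (4,500/well, DMEM with 0.5% FBS) were treated with compound at a single 50 µM final concentration, stimulated with 6 nM IGF for 20 min at 37 °C, and lysed. Phospho-Akt Ser473 was read by HTRF as 665/615 ratio ×10^4.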
PTHR1 ag = PTHR1 (human) receptor agonism; Q03431; HEK293 GP2 PTHR1 cells, GloSensor cAMP luminescence, 1 h; Potency, µM (doses to about 115 µM), without a hit: at the top dose activation, most hits filed as activators; 410,000 tested, 0.075% active; note: potency is the fitted concentration of half-maximal effect; nearly all actives have a fitted effect of over 55% in size; some results filed as inactive show a strong effect at the top dose; inactives centre near -15; many of its hits are not listed in these tables
Target sequence (Q03431 whole entry, looked up): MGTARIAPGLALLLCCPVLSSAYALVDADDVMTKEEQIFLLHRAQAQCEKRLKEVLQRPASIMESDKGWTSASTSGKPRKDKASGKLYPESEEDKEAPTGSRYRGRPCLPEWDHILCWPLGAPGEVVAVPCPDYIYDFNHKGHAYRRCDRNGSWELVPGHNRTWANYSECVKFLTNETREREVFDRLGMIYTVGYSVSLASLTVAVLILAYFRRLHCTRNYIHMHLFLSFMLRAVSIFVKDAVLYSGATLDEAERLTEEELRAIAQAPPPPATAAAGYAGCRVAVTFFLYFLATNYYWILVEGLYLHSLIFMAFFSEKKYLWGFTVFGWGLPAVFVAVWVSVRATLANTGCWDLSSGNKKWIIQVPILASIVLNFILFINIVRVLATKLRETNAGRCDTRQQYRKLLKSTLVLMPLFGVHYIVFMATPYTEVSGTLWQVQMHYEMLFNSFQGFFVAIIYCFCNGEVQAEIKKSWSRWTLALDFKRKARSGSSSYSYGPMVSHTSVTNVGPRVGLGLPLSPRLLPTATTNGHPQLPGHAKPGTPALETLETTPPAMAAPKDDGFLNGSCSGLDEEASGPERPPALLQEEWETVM
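HEK-293-derived GP2 cells expressing PTHR1 and a GloSensor cAMP reporter, 3,000/well, plated overnight, given luciferin plus IBMX (each 0.5 mM as added) for 1 h at 37 °C, then compound for 1 h at 37 °C. Luminescence was read after 15 min at room temperature.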
GLP1R ag = agonists of human GLP-1 receptor. Potency, µM (highest dose often 45.6 µM), inactives show top-dose activation, most hits filed as activators. 380,000 tested, 0.007% active. HEK293 GLP-1R CRE-luciferase, luminescence, 4-6 h; cells express a hypersensitive GLP-1R form. AID 624172. P43220; note: potency is the fitted concentration of half-maximal effect; % of control where 0% means no effect
FUS yeast rescue = suppressors of FUS proteinopathy in yeast; S. cerevisiae FUS-expressing, growth rescue, OD600, 24 h; Potency, µM (series often up to 76.6 µM), for inactives: top-dose growth rescue (activation), usual class: activators; 390,000 tested, 0.24% active;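 note: potency is the fitted concentration of half-maximal effect; plate controls were DMSO vehicle for no effect and reference control for full effect; nearly all actives have a fitted effect of over 55% in size; some results filed as inactive show a strong effect at the top dose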
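Absorbance at 600 nm, taken 24hr after compound addition, measured rescue of FUS-yeast growth at 30C. Induction used 2% galactose with seeding at OD 0.005. Controls: CP55940 from 92uM final, DMSO only.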
GLP1R inv ag = GLP-1 receptor (human) inverse agonism | P43220 | HEK293 GLP-1R CRE-luciferase, luminescence, 24 h; GLP-1R form is constitutively active | Potency, µM (titrated, usually from 38.3 µM), without a hit: at the top dose activity change, negative = inhibition, actives largely listed as inhibitors | 410,000 tested, 1.6% active; note: potency is the fitted concentration of half-maximal effect; % is set by controls: 0 for no effect and ±100 for the full control effect; nearly all actives have a fitted effect of over 55% in size
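Using stably transfected HEK293 (constitutively active GLP-1R, cAMP-luciferase reporter), compounds were incubated 24 hr and luciferase measured by luminescence.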
Abeta rescue = compounds reversing amyloid beta toxicity in yeast; yeast expressing A-beta42, growth rescue, OD600, 48 h; response scale: 0% DMSO, 100% iron-clioquinol control; Potency, µM (highest dose often 46.1 µM), for the others: at the highest dose growth rescue, most hits filed as activators; 410,000 tested, 0.063% active; AID 1347071; note: potency is the fitted concentration of half-maximal effect; nearly all actives have a fitted effect of over 55% in size
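Growth rescue measured by 600 nm absorbance after 48 h yeast culture at 30 C with compound. Values normalized between DMSO and an equimolar ferric chloride plus clioquinol control.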
D3 antag = antagonists of human D3 dopamine receptor | P35462 | D3R cells, DiscoveRx beta-arrestin luminescence, antagonist mode; active compounds read low | max response, negative = inhibition, % | 360,000 tested, 2.5% active | AID 652054; in the data active = max response below about -50%; inconclusive = no clear call, values can overlap the other calls; note: % is set by controls: 0 for no effect and ±100 for the full control effect; mostly tested at two doses, the higher about 12 µM
Target sequence (P35462 whole entry, looked up): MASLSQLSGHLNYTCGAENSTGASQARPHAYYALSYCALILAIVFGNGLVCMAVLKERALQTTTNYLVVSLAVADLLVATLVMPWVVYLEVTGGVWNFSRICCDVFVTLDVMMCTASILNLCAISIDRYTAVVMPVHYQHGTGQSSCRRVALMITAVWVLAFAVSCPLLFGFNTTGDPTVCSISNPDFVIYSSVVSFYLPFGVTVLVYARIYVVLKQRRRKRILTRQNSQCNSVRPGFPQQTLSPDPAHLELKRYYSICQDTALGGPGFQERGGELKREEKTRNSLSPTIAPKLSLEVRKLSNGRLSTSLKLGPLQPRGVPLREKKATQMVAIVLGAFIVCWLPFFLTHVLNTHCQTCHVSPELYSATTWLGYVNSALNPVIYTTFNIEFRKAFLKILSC
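Cells plated overnight at 1500 cells/well, then exposed to library compounds with dopamine controls for 90 minutes at 37 degrees C. DiscoveRx reagent added for 30–60 minutes at room temperature; luminescence read, quantitative HTS format.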
aSyn yeast inh = inhibitors of alpha-synuclein toxicity in yeast. 370,000 tested, 0.14% active. Potency, µM (series often up to 46.1 µM), for inactives: at the highest dose growth rescue (activation), most hits filed as activators. Yeast expressing alpha-synuclein, growth rescue, BacTiter-Glo, 24 h; note: potency is the fitted concentration of half-maximal effect; % of control where 0% means no effect; nearly all actives have a fitted effect of over 65% in size
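Screening used galactose-induced yeast with toxic alpha-synuclein levels, exposed to compound for 24 hr at 30 deg C. Cell growth, read with BacTiter-Glo luminescence, gave the measured signal.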
TDP-43 yeast inh = inhibitors of TDP-43 toxicity in yeast; TDP-43 expressing yeast growth rescue, BacTiter-Glo, 24 h; Potency, µM (top dose mostly 46.1 µM), for inactives: top-dose growth rescue (activation), hits mostly activators; 410,000 tested, 1.8% active; AID 652104; note: potency is the fitted concentration of half-maximal effect; % of control where 0% means no effect; nearly all actives have a fitted effect of over 50% in size
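Yeast expressing TDP-43 (pregrown in raffinose, seeded at OD600=0.02 in galactose medium) exposed to compounds 24 hr at 30 deg C. Growth read by BacTiter-Glo luminescence; rescue of toxicity appears as increased signal.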
* hit, by the source's call; i = inactive; ? = inconclusive; nt = not tested or not shown; & = joins results of further samples; [ ] = another dose, or the depositor's remark. Unless noted, calls come from the whole dose curve; as a rule, active = well fitted curve in the direction sought with a large enough effect; inconclusive = small, poorly fitted or top-dose-only effect, or another doubt; inactive = no such curve, though single readings can be large; an effect the other way counts as inactive or inconclusive. An excerpt; rates above refer to the full screens.

SMILES	Akt phos inh	PTHR1 ag	GLP1R ag	FUS yeast rescue	GLP1R inv ag	Abeta rescue	D3 antag	aSyn yeast inh	TDP-43 yeast inh
CCOc1ccc(S(=O)(=O)NCC2CCCO2)c2ccccc12 (configuration not stated)	i	-28%	9%	12%	?	14%	7	5%	27%
CCOC(=O)c1[nH]c(=O)[nH]c1CN(Cc1ccco1)Cc1[nH]c(=O)[nH]c1C(=O)OCC	i	20%	-1%	13%	2%	4%	0	-4%	-14%
Fc1ccc(-c2nnc(CSc3nnc(-c4cccs4)o3)o2)cc1	i	i	11%	5%	-14%	-4%	3	17%	9%
COc1cc2[nH]c(=S)nc(NCc3cccs3)c2cc1OC	i	i	12%	0%	24%	-11%	-9	0%	-1%
CCc1nc2ccc(C(=O)N(C)CCN(C)C)cn2c1N(CC)C(=O)NCCc1ccccc1	i	-3%	-1%	-8%	7%	-19%	0	-1%	-15%
CN(CCC#N)C(=O)COC(=O)/C=C/c1cccs1	i	i	3%	6%	12%	-4%	-1	0%	0%
CC(C)=C1C2CCC1C1C(=O)N(CCc3ccccc3)C(=O)C21 (configuration not stated)	i	0%	-7%	nt	-18%	11%	-16	4%	22%
O=C(NNc1c(Cl)cccc1Cl)C1CCC1	i	-10%	-1%	-10%	-25%	-8%	0	-10%	-9%
Cc1c(C(=O)/C=C/N(C)C)nnn1-c1ccc(Cl)cc1C#N	i	i	1%	18%	-19%	-90%[inhibitor]	-11	-15%	-70%[inhibitor]
Cc1cc(N2CCOCC2)nc(SCC(=O)c2ccc(Cl)cc2)n1	i	i	-2%	-3%	13%	24%	0	8%	5%
CN(C)CCCOC(=O)c1ccc(Br)cc1	i	-7%[57.5 µM]	-6%	-6%	-1%	?	45	-3%	-8%
CC(=O)c1cccc(NC(=O)CSc2n[nH]c(-c3ccncc3)n2)c1	i	-19%	1%	21%	15%	4%	8	-1%[1.84 µM]	14%
CCOc1cc(CNc2ccccc2)cc(Br)c1OCC(=O)NC(C)(C)C	i	9%	15%	29%	?	-17%	23	0%	-14%
O=C(O)c1ccc(Nc2nc3ccccc3nc2NS(=O)(=O)c2ccc(F)cc2)cc1	i	-63%[inhibitor]	0%	-20%	-5%	-4%	20	2%	9%
O=C(NC(=S)Nc1ccc(Cl)c(C(=O)O)c1)c1ccco1	i	i	-6%	10%	7%	6%	?	-9%	11%
Cc1ccc(NC(=O)C(=O)NCC(c2cccnc2)N2CCN(Cc3ccccc3)CC2)cc1 (configuration not stated)	nt	-3%	nt	-6%	11%	-8%	nt	nt	8%
Cc1ccc2nc(NCc3ccc(F)cc3)c3nncn3c2c1	i	0%	-4%	-3%&-21%	19%&22%	-15%&2%	-3	2%	2%&21%
c1ccc(-c2cc(-c3ccccc3)n3ncnc3n2)cc1	i	-67%[inhibitor]	13%	17%	?	10%	-18	2%	0%[0.397 µM]
O=C(Oc1coc(CSc2nnc(NC(=O)c3cccs3)s2)cc1=O)c1ccccc1	i	-30%[inhibitor]	-4%	nt	-13%	2%	-9	-1%	-14%
Cc1ccc2nc(N3CCN(S(=O)(=O)c4ccc5c(c4)OCCO5)CC3)c(C#N)cc2c1	i	-18%	-1%	30%	5%	10%	16	-7%	-30%[inhibitor]
COc1ccc(C(=O)Nc2cccc(-c3ccc(N4CCOCC4)nn3)c2)cc1OC	i	-1%	23%	11%	-5%	-3%	6	3%	0%
O=C(O)CCCC(=O)OCCCCc1cccs1	i	i	-9%	-3%	-13%	12%	-6	22%	?
O=C(COc1ccccc1)NCC1(N2CCCCC2)CCCCC1	i	i	2%	-3%	17%	-18%	2	1%	-26%
Cn1c(Oc2ccc(Cl)cc2)nc2c1c(=O)n(Cc1ccc(F)cc1)c(=O)n2C	nt	i	0%	-25%	9%	-6%	nt	nt	12%
CCCCCCCCSc1nnc(/N=C/N(C)C)s1	i	7%	7%	1%	-8%	-19%	-25	-1%	-16%

Only TDP-43 yeast inh, for 3 of the compounds above:
SMILES,TDP-43 yeast inh
Cc1c(C(=O)/C=C/N(C)C)nnn1-c1ccc(Cl)cc1C#N,-70%[inhibitor]
Cc1cc(N2CCOCC2)nc(SCC(=O)c2ccc(Cl)cc2)n1,5%
CN(C)CCCOC(=O)c1ccc(Br)cc1,-8%

Next compounds follow:
SMILES	Akt phos inh	PTHR1 ag	GLP1R ag	FUS yeast rescue	GLP1R inv ag	Abeta rescue	D3 antag	aSyn yeast inh	TDP-43 yeast inh
CCn1nnnc1NC(=O)c1cccc(OC)c1	i	11%	1%	8%	-24%	-18%	-18	0%	-14%
Cc1cc(C)c2c(NC(=S)NC(=O)c3ccccc3)nn(C)c2n1	i	-4%	2%	-2%	-12%	-15%	-22	2%	-1%
Cc1nccn1CCCNC(=O)c1nc(Cn2cc([N+](=O)[O-])cn2)no1	i	i	11%	-10%	-27%	-9%	-3	1%	0%
Cc1ccc(Cn2c(C)nc3ccc([N+](=O)[O-])cc3c2=O)cc1	i	-46%[inhibitor]	1%	-10%	17%	1%	1	1%	0%
CCCCCN1C(C(=O)c2ccccc2)=C(NC(=O)c2ccc(C)cc2)c2ccccc2S1(=O)=O	nt	i	nt	31%	?	1%	nt	nt	15%
COc1cc(C(=O)NC(C)c2cnn(-c3ccccc3C)c2C)cc(OC)c1OC (configuration not stated)	i	-14%	8%	19%	13%	5%	4	0%	2%
CC(C)CC1NC(=O)N(CC(=O)Nc2cc([N+](=O)[O-])ccc2F)C1=O (configuration not stated)	i	i	-7%	nt	4%	13%	-17	5%	18%
Cc1ccc(N=Cc2cc3c(cc2O)OC(N)=C(C#N)C3c2ccccc2)cc1 (configuration not stated)	i	-83%[inhibitor]	-8%	32%	?	-2%	63	4%	8%
Cc1cc(NC(=O)c2ccccc2F)n(-c2nc3ccccc3[nH]2)n1	i	i	-1%	25%	0%	33%	28	-7%	10%
O=C(c1ccccc1-c1ncc[nH]1)N1CCc2c([nH]c3ccccc23)C1c1ccccn1 (configuration not stated)	i	-29%	16%	?	?	-16%	-25	-1%	-22%
Cc1cc2ccccn2c1C(=O)Nc1ccc(Cl)cc1	i	-2%	14%	2%	3%	12%	7	-4%	-9%[0.397 µM]
CCOC(=O)CC(NC(=O)c1cc2cccc(OC)c2oc1=O)c1cccc([N+](=O)[O-])c1 (configuration not stated)	i	-5%	16%	-3%	57%[activator]	-16%	4	-3%	19%
CC(=O)NC1CCCN(O)C(=O)/C=C(\C)CCOC(=O)C(NC(C)=O)CCCN(O)C(=O)/C=C(\C)CCOC(=O)C(NC(C)=O)CCCN(O)C(=O)/C=C(\C)CCOC1=O (configuration not stated)	i	-13%	-2%	20%	-4%	-36%[inhibitor]	21	-1%	-14%
O=C(/C=C/c1ccccc1)Oc1ccccc1C(=S)N1CCOCC1	i	-25%	-4%	19%	-26%	?	7	10%	20%
Cc1ccc2[nH]c(C(=O)N3CCCCC3)cc2c1	i	-28%	0%	5%	?	4%	4	1%	9%
CCOC(=O)C1=C(N)Oc2cc(O)ccc2C1c1cccnc1 (configuration not stated)	i	-26%[57.5 µM]	2%	-11%	50%[activator]	13%	37	-12%	-7%
CC1=NN(c2ccc(Cl)cc2)C(=O)C1C(c1ccccc1O)c1c(C)[nH]n(-c2ccc(Cl)cc2)c1=O (configuration not stated)	i	-38%	-34%[inhibitor]	?	7%	-6%	-10	15%	-16%
COc1ccc(OC)c(/C=N/N=C(\N)c2nonc2N)c1	i	-11%	16%	15%	17%	-1%	0	0%	15%
CCCc1c(C(=O)N/N=C/c2ccccc2C(F)(F)F)nnn1-c1nonc1N	i	i	2%	14%	?	-7%	-22	3%	20%
CCN(C[C@H]1N[C@@](C)(C(=O)OC)[C@H]2C(=O)N(Cc3ccccc3)C(=O)[C@@H]12)S(=O)(=O)c1ccc(OC)cc1	i	18%	-1%	16%	1%	-2%	-14	2%	-14%
O=C(O)/C=C/C(=O)Nc1ccccc1SC(F)(F)F	i	-2%	-3%	nt	?	-8%	10	-9%	28%
CCCCn1c(N)c(N(CCOC)C(=O)c2ccc(-c3ccc([N+](=O)[O-])cc3)o2)c(=O)[nH]c1=O	i	-11%	0%	33%	3%	11%	9	0%	7%
Cc1ccc(S(=O)(=O)N2CCN(C(=O)CCN3C(=O)c4ccccc4C3=O)CC2)cc1C	i	-4%	2%	27%	5%	-6%	-14	2%	16µM*
COc1cc(C2N(C)CCC3(OCCO3)C2(C)C)cc(OC)c1OC (configuration not stated)	i	-6%	-1%	nt	-23%	-18%	-13	-12%	-14%
COc1ccc(NC(=O)CC2CCCC2)cc1OC	i	i	20%	12%	12%	11%	4	-2%	1%
COc1ccc(OCC(O)CNC(=O)/C=C/c2cccc([N+](=O)[O-])c2)cc1 (configuration not stated)	i	-24%	5%	2%	-1%	7%	5	6%	22%
CCOC(=O)C1(NC(=O)CN2C(=O)c3ccccc3C2=O)CCCC1	i	i	-3%	-2%	1%	-5%	3	11%	22%
COCc1nnc(NC(=O)c2ccc(S(=O)(=O)N3CCCC3)cc2)o1	i	8%	-2%	11%	15%	10%	16	0%	-4%

An excerpt of these results, with two lines to a compound:
Below each SMILES: Akt phos inh	PTHR1 ag	GLP1R ag	FUS yeast rescue	GLP1R inv ag	Abeta rescue	D3 antag	aSyn yeast inh	TDP-43 yeast inh
CCn1nnnc1NC(=O)c1cccc(OC)c1
→ i	11%	1%	8%	-24%	-18%	-18	0%	-14%
O=C(c1ccccc1-c1ncc[nH]1)N1CCc2c([nH]c3ccccc23)C1c1ccccn1 (configuration not stated)
→ i	-29%	16%	?	?	-16%	-25	-1%	-22%
O=C(O)c1ccc(Nc2nc3ccccc3nc2NS(=O)(=O)c2ccc(F)cc2)cc1
→ i	-63%[inhibitor]	0%	-20%	-5%	-4%	20	2%	9%
O=C(/C=C/c1ccccc1)Oc1ccccc1C(=S)N1CCOCC1
→ i	-25%	-4%	19%	-26%	?	7	10%	20%
